Screening results as filed in PubChem BioAssay.
MrgX1 antagonist – antagonists of human MrgX1 receptor, primary screen, HEK293 cells, Fluo-4 calcium flux; Mas-related G-protein coupled receptor member X1 (Homo sapiens), Q96LB2; BAM8-22 antagonism; stronger effect = lower value; B-score at 10 µM; actives 1.3% (n = 310,000); AID 588676, 2011;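 active = calcium-response B-score plate-corrected more than 3 library SD below zero, starting fluorescence within 5 deviations, no agonist response on first addition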;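 note: peak minus trough fluorescence over baseline after final BAM8-22 challenge near maximal dose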
Target sequence (Q96LB2 whole entry, looked up): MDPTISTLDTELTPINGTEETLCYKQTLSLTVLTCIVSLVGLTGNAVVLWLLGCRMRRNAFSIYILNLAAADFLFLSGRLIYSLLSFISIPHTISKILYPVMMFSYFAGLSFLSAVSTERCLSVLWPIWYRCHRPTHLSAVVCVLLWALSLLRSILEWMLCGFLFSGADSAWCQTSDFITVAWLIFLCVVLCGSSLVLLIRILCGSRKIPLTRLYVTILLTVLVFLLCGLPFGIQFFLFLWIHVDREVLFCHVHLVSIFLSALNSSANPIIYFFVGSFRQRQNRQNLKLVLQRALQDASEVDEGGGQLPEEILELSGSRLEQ
TRPC4 inh – inhibitors of mouse TRPC4 channel, primary screen, Fluo4 calcium, HEK293 TRPC4beta/mu-opioid cells; Short transient receptor potential channel 4 (Mus musculus), Q9QUQ5; DAMGO-evoked Fluo4 calcium flux; stronger effect = lower value; B-score at 10 µM; actives 0.39% (n = 300,000); AID 2247, 2010;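 active = B-score over 3 SD under the library average, no early fluorescence shift, positive overall ratio signal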
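System: stable TRPC4beta/mu-opioid receptor HEK293 cells; Dosing: single-point compound dosing; Measured by: Fluo4 Ca2+ flux fluorescence; Read-out basis: per-well B score of integrated baseline-normalized Fluo4 ratio.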
PolyA inhibitor – polyadenylation inhibitors in yeast reporter cells, primary screen, luminescence, S. cerevisiae. AID 1875, 2009. actives 0.02% (n = 300,000). calls only at 12 µM. S. cerevisiae SKY197-pL101 polyadenylation reporter, beta-gal luminescence; efflux-impaired pdr1/pdr3 knockout yeast; score 100 = 6 SD above DMSO;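 active = lowest replicate activity score at least 50, where 100 means six control SD above control mean; inconclusive = lowest score under 50 but half or more replicates reach 50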;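 note: yeast exposed to compound for 9 h at 30 °C; higher score means more reporter readthrough which indicates perturbed polyadenylation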
TRPC4 PAM – positive allosteric modulators of TRPC4, primary screen, cell-based, mouse TRPC4beta, HEK293 mu-opioid, Fluo-4 calcium; B-score at 10 µM; Short transient receptor potential channel 4 (Mus musculus), Q9QUQ5; AID 2227, 2009; actives 0.42% (n = 310,000); DAMGO EC20, Fluo-4 Ca2+ flux; stronger effect = higher value;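 active = B-score of calcium response area above 5 SD of library B-scores, with initial fluorescence ratio within 5 SD of library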;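 note: B-score of integrated fluorescence ratio over time as area under calcium response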
MrgX1 PAM – positive allosteric modulators of MrgX1, primary screen, HEK293 cells, Fluo-4 calcium flux | Mas-related G-protein coupled receptor member X1 (Homo sapiens), Q96LB2 | FDSS; stronger effect = higher value | B-score at 10 µM | actives 0.63% (n = 310,000);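 active = plate-corrected calcium response at least 3 library SD above typical, normal starting fluorescence, not activating the receptor alone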;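 note: compound read alongside a low EC10 to EC30 dose of BAM8-22 agonist; peak minus trough fluorescence over baseline measured at the second addition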
TRPC6 inh – mouse TRPC6 channel inhibitors, primary screen, cell-based, HEK293, membrane potential dye; B-score at 10 µM; ACh-evoked depolarization; stronger effect = lower value; AID 2553, 2010; actives 1.1% (n = 310,000); Short transient receptor potential channel 6 (Mus musculus), Q61143;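 active = B-score under library mean minus 3 SD, initial fluorescence not abnormally high, positive integrated signal ratio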;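 note: B-score derived from integrated fluorescence ratio over the kinetic read; more negative B-score means stronger inhibition of depolarization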
AI-2 QS mod – Vibrio harveyi AI-2 quorum sensing modulators, primary screen, JMH597 strain, luminescence/OD600 ratio; Vibrio harveyi JMH597 AI-2 luminescence/OD600 ratio, 9 h; stronger effect = lower value; strain lacks LuxN and CqsS sensors; 0 = neutral-control median; activity change, % at 7.5 µM; actives 0.4% (n = 300,000); in the data active = activity change below about -75%, passing the limit was not always enough; inconclusive = no clear call, values can overlap the other calls;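 note: luminescence divided by OD600 gain over 9 h not by final OD600 alone; inactives centre near 13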
TRPC6 act – mouse TRPC6 channel activators, primary screen, cell-based, HEK293, membrane potential dye. Short transient receptor potential channel 6 (Mus musculus), Q61143. HEK293-TRPC6 membrane potential dye fluorescence; stronger effect = higher value. B-score at 10 µM. actives 0.13% (n = 310,000). AID 2550, 2010;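 active = B-score of the integrated fluorescence ratio above library mean plus 3 SD, and starting fluorescence ratio within library mean plus 5 SD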;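 note: higher score means more depolarization so channel activation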
MrgX1 agonist – agonists of human MrgX1 receptor, primary screen, HEK293 cells, Fluo-4 calcium flux | Fluo-4 calcium fluorescence, agonist mode; stronger effect = higher value | actives 0.44% (n = 310,000) | B-score at 10 µM;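 active = calcium response B-score plate-corrected fluorescence ratio at least 3 library SD, with starting fluorescence B-score inside 5 SD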
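Test system: HEK293 cells stably expressing human MrgX1 receptor; amount: 15,000 cells per well; doses: compound delivered in addition one of three; times: overnight plating before 1 h dye loading; detection: Fluo-4 NW calcium-flux fluorescence, kinetic read; read-out basis: B-scored fluorescence response ratio; controls: positive and negative controls per plate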
HIF activator – HIF pathway transcriptional activators, primary screen, cell-based, U2OS HRE-luciferase, luminescence. U2OS HRE-luciferase reporter; normalized: DMSO 0%, desferrioxamine 100%. activation, % at 7.5 µM (by protocol). AID 1910, 2009. actives 0.32% (n = 300,000);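 active = mean activation of at least 10% of the iron chelator positive control signal, with at least half of replicates also reaching 10%; inconclusive = mean and replicate majority disagree about reaching 10%; inactive = mean and most replicates under 10%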
TRPC4 agonist – activators of mouse TRPC4 channel, primary screen, Fluo4 calcium, HEK293 TRPC4beta/mu-opioid cells; Short transient receptor potential channel 4 (Mus musculus), Q9QUQ5; Fluo4 calcium fluorescence; stronger effect = higher value; B-score at 10 µM; actives 0.49% (n = 310,000);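 active = B-score above 5 SD of library B-scores, and initial fluorescence ratio not above library mean plus 5 SD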;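 note: positive B-score marks a calcium rise read as TRPC4 activation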
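system = HEK293 cells stably co-expressing mouse TRPC4beta and mu-opioid receptor | schedule = Fluo4 dye loading 45 min at room temperature, 110 s recording | measure = B-scored integrated calcium fluorescence ratio | signal = Fluo4 calcium-sensitive dye fluorescence, kinetic, 1 Hz baseline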
Active calls of the source: *.

What do the screens show for `CCNc1nc(NCC)nc(N(C)N)n1`?
MrgX1 antagonist: inactive; TRPC4 inh: inactive; PolyA inhibitor: inactive; TRPC4 PAM: inactive; MrgX1 PAM: inactive; TRPC6 inh: inactive; AI-2 QS mod: 16; TRPC6 act: inactive; MrgX1 agonist: inactive; HIF activator: -1.1; TRPC4 agonist: inactive

What do the screens show for `CC(=O)Nc1ccc(SCc2c(C)noc2C)cc1`?
MrgX1 antagonist: inactive; TRPC4 inh: inactive; PolyA inhibitor: inactive; TRPC4 PAM: inactive; MrgX1 PAM: inactive; TRPC6 inh: inactive; AI-2 QS mod: 13; TRPC6 act: inactive; MrgX1 agonist: inactive; HIF activator: 0.4; TRPC4 agonist: inactive

How did Cc1ccc(OCC(=O)N(Cc2ccccc2)c2c(N)n(Cc3ccccc3)c(=O)[nH]c2=O)c(C)c1 do in these assays?
MrgX1 antagonist: inactive; TRPC4 inh: inactive; PolyA inhibitor: inactive; TRPC4 PAM: inactive; MrgX1 PAM: inactive; TRPC6 inh: inactive; TRPC6 act: inactive; MrgX1 agonist: inactive; HIF activator: 0.3; TRPC4 agonist: inactive

How did Cc1nc2oc3ccc(F)cc3c(=O)c2cc1C(=O)NC(C)(C)C do in these assays?
MrgX1 antagonist: inactive; TRPC4 inh: inactive; TRPC4 PAM: inactive; MrgX1 PAM: inactive; TRPC6 inh: inactive; AI-2 QS mod: 15; TRPC6 act: inactive; MrgX1 agonist: inactive; HIF activator: 4.0; TRPC4 agonist: inactive

What do the screens show for `CCOC(=O)CCCNC(=O)c1cncc(Br)c1`?
MrgX1 antagonist: inactive; TRPC4 inh: inactive; PolyA inhibitor: inactive; TRPC4 PAM: inactive; MrgX1 PAM: inactive; TRPC6 inh: inactive; AI-2 QS mod: 11; TRPC6 act: inactive; MrgX1 agonist: inactive; HIF activator: -0.4; TRPC4 agonist: inactive

How did O=C(c1ccco1)N1CCCN(Cc2nc(-c3ccc4c(c3)OCO4)no2)CC1 do in these assays?
MrgX1 antagonist: inactive; TRPC4 inh: inactive; PolyA inhibitor: inactive; TRPC4 PAM: inactive; MrgX1 PAM: inactive; TRPC6 inh: inactive; AI-2 QS mod: 24; TRPC6 act: inactive; MrgX1 agonist: inactive; HIF activator: 0.2; TRPC4 agonist: inactive

How did CCOC(=O)C(=O)Nc1ncc(Cl)s1 do in these assays?
MrgX1 antagonist: inactive; TRPC4 inh: inactive; PolyA inhibitor: inactive; TRPC4 PAM: inactive; MrgX1 PAM: inactive; TRPC6 inh: inactive; AI-2 QS mod: 0; TRPC6 act: inactive; MrgX1 agonist: inactive; HIF activator: 0.3; TRPC4 agonist: inactive

What do the screens show for `COc1ccc2[nH]c(C(=O)N/N=C/c3ccccc3OC)cc2c1`?
MrgX1 antagonist: inactive; TRPC4 inh: inactive; PolyA inhibitor: inactive; TRPC4 PAM: inactive; MrgX1 PAM: inactive; TRPC6 inh: inactive; AI-2 QS mod: 16; TRPC6 act: inactive; MrgX1 agonist: inactive; HIF activator: inconclusive; TRPC4 agonist: inactive

What do the screens show for `C/C(=N\NC(=O)c1cccc(F)c1)c1ccc(NC(=O)Cc2ccccc2)cc1`?
MrgX1 antagonist: inactive; TRPC4 inh: inactive; TRPC4 PAM: inactive; MrgX1 PAM: inactive; TRPC6 inh: inactive; AI-2 QS mod: 11; TRPC6 act: inactive; MrgX1 agonist: inactive; TRPC4 agonist: inactive

What do the screens show for `CC(=O)N1CC(=O)N=C1SCC(=O)Nc1nc(C)c(-c2ccccc2)s1`?
MrgX1 antagonist: inactive; TRPC4 inh: inactive; PolyA inhibitor: inactive; TRPC4 PAM: inactive; MrgX1 PAM: inactive; TRPC6 inh: inactive; AI-2 QS mod: 25; TRPC6 act: inactive; MrgX1 agonist: inactive; HIF activator: 2.5; TRPC4 agonist: inactive

What do the screens show for `CCOC(=O)Cc1csc(SCc2cc(=O)oc3cc(O)ccc23)n1`?
MrgX1 antagonist: -5.5*; TRPC4 inh: inactive; PolyA inhibitor: inactive; TRPC4 PAM: inactive; MrgX1 PAM: inactive; TRPC6 inh: inactive; AI-2 QS mod: 24; TRPC6 act: inactive; MrgX1 agonist: inactive; HIF activator: -2.9; TRPC4 agonist: inactive

Results for Cc1nc(NC(=O)CSc2ccc(-c3nc4ccccc4[nH]3)cn2)sc1C ?
MrgX1 antagonist: inactive; TRPC4 inh: inactive; PolyA inhibitor: inactive; TRPC4 PAM: inactive; MrgX1 PAM: inactive; TRPC6 inh: inactive; AI-2 QS mod: 2; TRPC6 act: inactive; MrgX1 agonist: inactive; HIF activator: -2.2; TRPC4 agonist: inactive

How did Cc1ccc(Nc2nc(N)nc(CN3CCN(Cc4ccc5c(c4)OCO5)CC3)n2)cc1 do in these assays?
MrgX1 antagonist: inactive; TRPC4 inh: inactive; PolyA inhibitor: inactive; TRPC4 PAM: inactive; MrgX1 PAM: inactive; TRPC6 inh: inactive; AI-2 QS mod: 11; TRPC6 act: inactive; MrgX1 agonist: inactive; HIF activator: -0.1; TRPC4 agonist: inactive

What do the screens show for `CN(C)c1ccc(NC(=O)/C=C/c2ccccc2Cl)cc1`?
MrgX1 antagonist: inactive; TRPC4 inh: inactive; PolyA inhibitor: inactive; TRPC4 PAM: inactive; MrgX1 PAM: inactive; TRPC6 inh: inactive; AI-2 QS mod: 3; TRPC6 act: inactive; MrgX1 agonist: inactive; HIF activator: 3.6; TRPC4 agonist: inactive

What do the screens show for `Cc1ccccc1OCC(=O)N/N=C/c1ccc([N+](=O)[O-])o1`?
MrgX1 antagonist: inactive; TRPC4 inh: inactive; PolyA inhibitor: inactive; TRPC4 PAM: inactive; MrgX1 PAM: inactive; TRPC6 inh: inactive; AI-2 QS mod: -13; TRPC6 act: inactive; MrgX1 agonist: inactive; HIF activator: 0.1; TRPC4 agonist: inactive

Results for Cc1ccccc1NC(=S)N1CCCN(Cc2ccc(F)cc2)C1 ?
MrgX1 antagonist: inactive; TRPC4 inh: inactive; PolyA inhibitor: inactive; TRPC4 PAM: inactive; MrgX1 PAM: inactive; TRPC6 inh: inactive; AI-2 QS mod: -1; TRPC6 act: inactive; MrgX1 agonist: inactive; HIF activator: -0.6; TRPC4 agonist: inactive

Results for O=C(Nc1ccc(N2CCN(C(=O)c3ccccc3)CC2)cc1)c1cc([N+](=O)[O-])ccc1N1CCOCC1 ?
MrgX1 antagonist: inactive; TRPC4 inh: inactive; PolyA inhibitor: inactive; TRPC4 PAM: inactive; MrgX1 PAM: inactive; TRPC6 inh: inactive; AI-2 QS mod: 8; TRPC6 act: inactive; MrgX1 agonist: inactive; HIF activator: -0.6; TRPC4 agonist: inactive

What do the screens show for `CCSc1nnc2c(n1)OC(C)(C)Nc1ccccc1-2`?
MrgX1 antagonist: inactive; TRPC4 inh: inactive; PolyA inhibitor: inactive; TRPC4 PAM: inactive; MrgX1 PAM: inactive; TRPC6 inh: inactive; AI-2 QS mod: -12; TRPC6 act: inactive; MrgX1 agonist: inactive; HIF activator: 0.7; TRPC4 agonist: inactive

What do the screens show for `CCOC(=O)c1c(C)[nH]c(C(=O)N2CCCC(C(=O)c3cccc(OC)c3)C2)c1C` (configuration not stated)?
MrgX1 antagonist: inactive; TRPC4 inh: inactive; PolyA inhibitor: inactive; TRPC4 PAM: inactive; MrgX1 PAM: inactive; TRPC6 inh: inactive; AI-2 QS mod: 14; TRPC6 act: inactive; MrgX1 agonist: inactive; HIF activator: 0.0; TRPC4 agonist: inactive

How did Nc1c(C(=O)O)cnn1-c1ccccc1 do in these assays?
MrgX1 antagonist: inactive; TRPC4 inh: inactive; PolyA inhibitor: inactive; TRPC4 PAM: inactive; MrgX1 PAM: inactive; TRPC6 inh: inactive; AI-2 QS mod: 1; TRPC6 act: inactive; MrgX1 agonist: inactive; HIF activator: 0.3; TRPC4 agonist: inactive

What do the screens show for `O=C(Nc1ccc2c(c1)OCCO2)C1CCN(c2nnnn2-c2ccccc2)CC1`?
MrgX1 antagonist: inactive; TRPC4 inh: inactive; PolyA inhibitor: inactive; TRPC4 PAM: inactive; MrgX1 PAM: inactive; TRPC6 inh: inactive; AI-2 QS mod: 2; TRPC6 act: inactive; MrgX1 agonist: inactive; HIF activator: 0.1; TRPC4 agonist: inactive

Results for CCNC(=O)COC(=O)/C=C/c1ccccc1[N+](=O)[O-] ?
MrgX1 antagonist: inactive; TRPC4 inh: inactive; PolyA inhibitor: inactive; TRPC4 PAM: inactive; MrgX1 PAM: inactive; TRPC6 inh: inactive; AI-2 QS mod: 19; TRPC6 act: inactive; MrgX1 agonist: inactive; HIF activator: 0.9; TRPC4 agonist: inactive

Results for Cn1c(=O)c2c(nc(NCc3ccco3)n2C/C=C/c2ccccc2)n(C)c1=O ?
MrgX1 antagonist: inactive; TRPC4 inh: inactive; PolyA inhibitor: inactive; TRPC4 PAM: inactive; MrgX1 PAM: inactive; TRPC6 inh: inactive; AI-2 QS mod: 23; TRPC6 act: inactive; MrgX1 agonist: inactive; HIF activator: 0.8; TRPC4 agonist: inactive

How did Cc1cccc(C(=O)OCC(=O)c2c(N)n(CC(C)C)c(=O)n(C)c2=O)c1O do in these assays?
MrgX1 antagonist: inactive; TRPC4 inh: inactive; PolyA inhibitor: inactive; TRPC4 PAM: inactive; MrgX1 PAM: inactive; TRPC6 inh: inactive; AI-2 QS mod: 6; TRPC6 act: inactive; MrgX1 agonist: inactive; HIF activator: 0.1; TRPC4 agonist: inactive

The list is partial; rates above refer to the full screens.
